Growth percent in the NCI-60 one-dose screen (48 h, 10 µM unless noted): 100 = growth as untreated, 0 = no growth, -100 = all killed.
NCI-H23: NCI-H23 lung cancer | hit rate 4% among 80,000 | AID 1794731
CAKI-1: CAKI-1 renal cancer | hit rate 4.7% among 75,000
NCI/ADR-RES: NCI/ADR-RES ovarian cells; hit rate 4.4% among 81,000; AID 1794790
A498: A498 renal cancer cells; hit rate 5.4% among 76,000; AID 1794774
RXF 393: RXF 393 renal cancer cells; hit rate 6.9% among 77,000; AID 1794773
NCI-H226: NCI-H226 lung cancer; hit rate 3.5% among 79,000; AID 1794732
NCI-H460: NCI-H460 lung cancer; AID 1794736; hit rate 6.8% among 82,000
ACHN: ACHN renal cancer; hit rate 4.9% among 81,000; AID 1794771
NCI-H522: NCI-H522 lung cancer. hit rate 8% among 78,000
An asterisk follows results filed as active; & = joins results of further samples. The calls were made as follows: active = growth percent below 10; inactive = the rest.

How did C=CCNc1nc2c(s1)C1=CC[C@H]3[C@@H]4CC[C@H]([C@H](C)CCCC(C)C)[C@@]4(C)CC[C@@H]3[C@@]1(C)CC2 do in these assays?
NCI-H23: 103; CAKI-1: 97; NCI/ADR-RES: 102; A498: 103; RXF 393: 123; NCI-H226: 104; NCI-H460: 107; ACHN: 104; NCI-H522: 101

How did O=[N+]([O-])c1cccc(C2Nc3ccccc3CO2)c1 (stereo not given) do in these assays?
NCI-H23: 95; CAKI-1: 90; NCI/ADR-RES: 95; A498: 78; RXF 393: 128; NCI-H226: 95; NCI-H460: 108; ACHN: 105; NCI-H522: 82

Results for C/C(=N\NC(=O)CC#N)c1cccs1 ?
NCI-H23: 94; CAKI-1: 97; NCI/ADR-RES: 114; A498: 132; NCI-H226: 90; NCI-H460: 106; ACHN: 96; NCI-H522: 91

Results for CN(C)c1ccc(-c2cc(-c3ccc(Nc4nc(Nc5ccc(Cl)cc5)nc(Nc5ccc(Cl)cc5)n4)cc3)no2)cc1 ?
NCI-H23: 45; CAKI-1: 40; NCI/ADR-RES: 41; A498: 67; RXF 393: -42*; NCI-H226: 87; NCI-H460: 27; ACHN: 47; NCI-H522: 56

Results for COc1ccc(NC(=O)c2ccc3c(c2)nc(-c2cc4ccccc4[nH]c2=O)n3-c2cc(C(C)(C)C)[nH]n2)cc1 ?
NCI-H23: 90; CAKI-1: 97; NCI/ADR-RES: 103; A498: 86; RXF 393: 77; NCI-H226: 99; NCI-H460: 97; ACHN: 97; NCI-H522: 73

How did Cn1c(=O)c2c(ncn2Cc2ccc(Sc3nc(-c4ccc(F)cc4)c(C#N)c(=O)[nH]3)cc2)n(C)c1=O do in these assays?
NCI-H23: 87; CAKI-1: 82; NCI/ADR-RES: 97; A498: 72; RXF 393: 105; NCI-H226: 90; NCI-H460: 99; ACHN: 95; NCI-H522: 83

What do the screens show for `c1ccc(-c2cn3ccnc3c(-c3ccc4ncn(C5CCCCC5)c4c3)n2)cc1`?
NCI-H23: 55; NCI/ADR-RES: 50; A498: 74; RXF 393: 55; NCI-H226: 66; NCI-H460: 62; ACHN: 64; NCI-H522: 42

Results for CCOc1cc(CC[N+](C)(C)C)cc2c1ccc1ccc(OC)c(OC)c12 ?
NCI-H23: 90; CAKI-1: 98; NCI/ADR-RES: 101; A498: 71; RXF 393: 115; NCI-H226: 89; NCI-H460: 105; ACHN: 105; NCI-H522: 79

Results for CCOC(=O)c1c(Nc2ccccc2)nn(C)c1N ?
NCI-H23: 99; CAKI-1: 95; NCI/ADR-RES: 103; A498: 81; RXF 393: 100; NCI-H226: 95; NCI-H460: 111; ACHN: 97; NCI-H522: 99

What do the screens show for `Cc1ccc(C(=O)NNC(=O)c2cccc3ccccc23)cc1`?
NCI-H23: 107; CAKI-1: 101; NCI/ADR-RES: 105; A498: 96; RXF 393: 121; NCI-H460: 104; ACHN: 106; NCI-H522: 93

Results for CCOC(=O)C(=Cc1c[nH]c2ccccc12)C(=O)OCC ?
NCI-H23: 92; CAKI-1: 105; NCI/ADR-RES: 98; A498: 84; RXF 393: 108; NCI-H226: 97; NCI-H460: 92; ACHN: 103; NCI-H522: 83

How did Nc1ccc(C(=O)CSc2nc3ccccc3[nH]2)cc1 do in these assays?
NCI-H23: 98; CAKI-1: 96; NCI/ADR-RES: 99; A498: 87; RXF 393: 110; NCI-H226: 108; NCI-H460: 106; ACHN: 110; NCI-H522: 101

Results for CCN(CC)CCOC(=O)c1cc(Br)cc(-c2ccccc2)c1O ?
NCI-H23: 101; CAKI-1: 98; NCI/ADR-RES: 103; A498: 99; RXF 393: 100; NCI-H226: 89; NCI-H460: 107; ACHN: 110; NCI-H522: 103

How did Cc1[nH]c(=O)[nH]c(=O)c1C do in these assays?
NCI-H23: 108; CAKI-1: 96; NCI/ADR-RES: 108; A498: 87; RXF 393: 110; NCI-H226: 98; NCI-H460: 113; ACHN: 102; NCI-H522: 101

How did O=S(=O)(NCCNc1nccc(-c2c(-c3cccc(O)c3)nc3sccn23)n1)c1ccc(F)cc1 do in these assays?
NCI-H23: 87; CAKI-1: 83; NCI/ADR-RES: 98; A498: 76; RXF 393: 52; NCI-H226: 92; NCI-H460: 67; ACHN: 60; NCI-H522: 64

Results for C[C@]12C=CC(=O)C=C1CCC1C2[C@@H](O)C[C@@]2(C)C1CC[C@]2(O)C(=O)CO (stereo not given in full) ?
NCI-H23: 108; CAKI-1: 82; NCI/ADR-RES: 93; A498: 139; RXF 393: 137; NCI-H226: 72; NCI-H460: 94; ACHN: 82; NCI-H522: 99

Results for CC(=O)Oc1ccccc1C(=O)Oc1ccc(C(=O)/C=C/c2ccc(F)cc2)cc1 ?
NCI-H23: 112; CAKI-1: 99; NCI/ADR-RES: 107; A498: 112; NCI-H226: 112; NCI-H460: 113; ACHN: 112; NCI-H522: 102

How did Oc1c(Br)cc(Br)c2cccnc12 do in these assays?
NCI-H23: 49; CAKI-1: 29; NCI/ADR-RES: 22; A498: 78; RXF 393: 74; NCI-H226: 79; NCI-H460: 21; ACHN: 45; NCI-H522: 65

Results for Cc1c(C(=O)/C=C/Nc2cc(Cl)c(S(N)(=O)=O)cc2S(N)(=O)=O)sc2nc3ccccc3n12 ?
NCI-H23: 107; CAKI-1: 98; NCI/ADR-RES: 104; A498: 82; RXF 393: 111; NCI-H226: 103; NCI-H460: 104; ACHN: 105; NCI-H522: 99

What do the screens show for `CC(=O)O[C@H]1CC[C@]2(C)[C@H]3CC=C4[C@@H]5CC(C)(C)CC[C@]5(C(=O)OCC(COC(=O)C(Cl)Cl)(COC(=O)C(Cl)Cl)NC(=O)C(Cl)Cl)CC[C@@]4(C)[C@]3(C)CC[C@H]2C1(C)C`?
NCI-H23: 88; CAKI-1: 63; NCI/ADR-RES: 78; A498: 93; RXF 393: 75; NCI-H226: 94; NCI-H460: 49; ACHN: 62; NCI-H522: 41

Results for CC(O)C(=O)Nc1ccccc1Cl (stereo not given) ?
NCI-H23: 98; CAKI-1: 108; NCI/ADR-RES: 107; A498: 77; RXF 393: 108; NCI-H226: 96; NCI-H460: 105

How did N#CCC1CCCC1 do in these assays?
NCI-H23: 115; CAKI-1: 90; NCI/ADR-RES: 101; A498: 91; RXF 393: 107; NCI-H226: 107; NCI-H460: 105; ACHN: 98; NCI-H522: 109

Results for COc1ccc(NC(=O)Nc2cc(C(C)C)c(O)cc2C)cc1 ?
NCI-H23: 95; CAKI-1: 95; NCI/ADR-RES: 94; A498: 87; RXF 393: 109; NCI-H226: 99; NCI-H460: 106; ACHN: 92; NCI-H522: 107

Results for CN(C)c1ccc(N=Nc2ccccc2C(=O)O)cc1 ?
NCI-H23: 65&84; CAKI-1: 74&82; NCI/ADR-RES: 85&99; A498: 106; RXF 393: 112; NCI-H226: 90&100; NCI-H460: 84&97; ACHN: 75&83; NCI-H522: 16

Results for O=S(=O)(Nc1ccc2ccccc2c1)c1ccc(-c2cnc(C3CC3)o2)cc1 ?
NCI-H23: 41; CAKI-1: 29; NCI/ADR-RES: 9.7*; A498: 3.9*; RXF 393: 2.8*; NCI-H226: 62; NCI-H460: 15; ACHN: 36; NCI-H522: -0.3*

How did Clc1cccc(Cl)c1C1CSc2ccccc2N=C1c1ccccc1 (stereo not given) do in these assays?
NCI-H23: 76; NCI/ADR-RES: 73; A498: 124; NCI-H226: 83; NCI-H460: 83; ACHN: 77; NCI-H522: 64

What do the screens show for `NCC(=O)N/N=C/c1ccc([N+](=O)[O-])o1`?
NCI-H23: 87; CAKI-1: 106; NCI/ADR-RES: 100; A498: 96; RXF 393: 111; NCI-H226: 102; NCI-H460: 107; ACHN: 104; NCI-H522: 83

How did Cc1cc(NS(=O)(=O)c2ccc(N)cc2)no1 do in these assays?
NCI-H23: 101&110; CAKI-1: 88&105; NCI/ADR-RES: 97&109; A498: 114&113; RXF 393: 85&119; NCI-H226: 79&95; NCI-H460: 109&112; ACHN: 103&103; NCI-H522: 90&100

How did Cn1nc(C(=O)O)c(=O)n(C)c1=O do in these assays?
NCI-H23: 99&110; CAKI-1: 95&99; NCI/ADR-RES: 103&108; A498: 112&102; RXF 393: 109&101; NCI-H226: 112&97; NCI-H460: 105&118; ACHN: 97&109; NCI-H522: 99&84

What do the screens show for `COc1ccc(NC2=C(C#N)C(=N)N3C(=NN2)Sc2c(C)ccc(C)c23)cc1`?
NCI-H23: 89; CAKI-1: 105; NCI/ADR-RES: 102; A498: 93; RXF 393: 122; NCI-H226: 92; NCI-H460: 95; ACHN: 105; NCI-H522: 94

What do the screens show for `NS(=O)(=O)c1ccc(C(=O)NNC(=O)Nc2nc3ccccc3s2)cc1`?
NCI-H23: 90; CAKI-1: 81; NCI/ADR-RES: 96; A498: 99; RXF 393: 95; NCI-H226: 81; NCI-H460: 97; ACHN: 94; NCI-H522: 95

How did O=c1onc(-c2cc3ccccc3nc2Cl)n1-c1ccc(Br)cc1 do in these assays?
NCI-H23: 83; CAKI-1: 50; NCI/ADR-RES: 74; A498: 123; RXF 393: 92; NCI-H226: 70; NCI-H460: 92; ACHN: 80; NCI-H522: 69

Results for CC(=O)C1=C(C#N)C(=C(C#N)C#N)NC1(C)O (stereo not given) ?
NCI-H23: 101; NCI/ADR-RES: 101; A498: 119; RXF 393: 111; NCI-H226: 103; NCI-H460: 106; ACHN: 101; NCI-H522: 96

How did N#Cc1c(-c2ccccc2)cc(-c2ccccc2)n(CCCC(=O)Nc2ccccc2N)c1=O do in these assays?
NCI-H23: 74; CAKI-1: 38; NCI/ADR-RES: 39; A498: -5.6*; RXF 393: 56; NCI-H226: 74; NCI-H460: 34; ACHN: 64; NCI-H522: 32

What do the screens show for `Cc1noc2c(Cc3ccccc3)nn(CC(=O)N/N=C/c3ccc(Cl)cc3)c(=O)c12`?
NCI-H23: 79; CAKI-1: 38; NCI/ADR-RES: 53; A498: -58*; NCI-H226: 15; NCI-H460: 10; ACHN: -17*; NCI-H522: 84

What do the screens show for `CCOC(=O)N1C(=O)/C(=C\c2ccc(OC)cc2)SC1=Nc1c(C)nn(-c2ccccc2)c1N`?
NCI-H23: 78; CAKI-1: 90; NCI/ADR-RES: 78; RXF 393: 102; NCI-H226: 86; ACHN: 87

What do the screens show for `O=C(Oc1cccc(OC(=O)c2ccccc2)c1)c1ccccc1`?
NCI-H23: 106&95; CAKI-1: 97&102; NCI/ADR-RES: 98&95; A498: 91&99; RXF 393: 121; NCI-H226: 100&102; NCI-H460: 94&107; ACHN: 100&103; NCI-H522: 108

Results for Fc1cc(Nc2ccc3c(OCCCN4CCOCC4)cccc3n2)ccc1Cl ?
NCI-H23: 61; CAKI-1: 55; NCI/ADR-RES: 49; A498: 54; RXF 393: 1.3*; NCI-H226: 69; NCI-H460: 21; ACHN: 53; NCI-H522: -15*

Results for C=C1C[C@H](c2c(C)cccc2C)O[C@@H]2C[C@H](C)CC[C@@H]12 ?
NCI-H23: 101; CAKI-1: 97; NCI/ADR-RES: 103; A498: 100; RXF 393: 116; NCI-H226: 103; NCI-H460: 104; ACHN: 98; NCI-H522: 94

What do the screens show for `CCOc1nc(Cl)nc2nc(Cl)[nH]c12`?
NCI-H23: 91; CAKI-1: 87; NCI/ADR-RES: 101; A498: 106; RXF 393: 92; NCI-H226: 92; NCI-H460: 109; ACHN: 108; NCI-H522: 94

Among those listed so far, these have a Cl atom.
Results for CN(C)c1ccc(-c2cc(-c3ccc(Nc4nc(Nc5ccc(Cl)cc5)nc(Nc5ccc(Cl)cc5)n4)cc3)no2)cc1 ?
NCI-H23: 45; CAKI-1: 40; NCI/ADR-RES: 41; A498: 67; RXF 393: -42*; NCI-H226: 87; NCI-H460: 27; ACHN: 47; NCI-H522: 56

Results for Cc1c(C(=O)/C=C/Nc2cc(Cl)c(S(N)(=O)=O)cc2S(N)(=O)=O)sc2nc3ccccc3n12 ?
NCI-H23: 107; CAKI-1: 98; NCI/ADR-RES: 104; A498: 82; RXF 393: 111; NCI-H226: 103; NCI-H460: 104; ACHN: 105; NCI-H522: 99

What do the screens show for `CC(=O)O[C@H]1CC[C@]2(C)[C@H]3CC=C4[C@@H]5CC(C)(C)CC[C@]5(C(=O)OCC(COC(=O)C(Cl)Cl)(COC(=O)C(Cl)Cl)NC(=O)C(Cl)Cl)CC[C@@]4(C)[C@]3(C)CC[C@H]2C1(C)C`?
NCI-H23: 88; CAKI-1: 63; NCI/ADR-RES: 78; A498: 93; RXF 393: 75; NCI-H226: 94; NCI-H460: 49; ACHN: 62; NCI-H522: 41

Results for CC(O)C(=O)Nc1ccccc1Cl (stereo not given) ?
NCI-H23: 98; CAKI-1: 108; NCI/ADR-RES: 107; A498: 77; RXF 393: 108; NCI-H226: 96; NCI-H460: 105

How did Clc1cccc(Cl)c1C1CSc2ccccc2N=C1c1ccccc1 (stereo not given) do in these assays?
NCI-H23: 76; NCI/ADR-RES: 73; A498: 124; NCI-H226: 83; NCI-H460: 83; ACHN: 77; NCI-H522: 64

How did O=c1onc(-c2cc3ccccc3nc2Cl)n1-c1ccc(Br)cc1 do in these assays?
NCI-H23: 83; CAKI-1: 50; NCI/ADR-RES: 74; A498: 123; RXF 393: 92; NCI-H226: 70; NCI-H460: 92; ACHN: 80; NCI-H522: 69

What do the screens show for `Cc1noc2c(Cc3ccccc3)nn(CC(=O)N/N=C/c3ccc(Cl)cc3)c(=O)c12`?
NCI-H23: 79; CAKI-1: 38; NCI/ADR-RES: 53; A498: -58*; NCI-H226: 15; NCI-H460: 10; ACHN: -17*; NCI-H522: 84

Results for Fc1cc(Nc2ccc3c(OCCCN4CCOCC4)cccc3n2)ccc1Cl ?
NCI-H23: 61; CAKI-1: 55; NCI/ADR-RES: 49; A498: 54; RXF 393: 1.3*; NCI-H226: 69; NCI-H460: 21; ACHN: 53; NCI-H522: -15*

What do the screens show for `CCOc1nc(Cl)nc2nc(Cl)[nH]c12`?
NCI-H23: 91; CAKI-1: 87; NCI/ADR-RES: 101; A498: 106; RXF 393: 92; NCI-H226: 92; NCI-H460: 109; ACHN: 108; NCI-H522: 94
